# Source: PubChem BioAssay (Fisher Drug Discovery Resource Center)
# mcGAS lum – inhibitors of mouse cGAS | Q8C6L5 | recombinant cGAS, Kinase-Glo ATP depletion luminescence | inhibition, % at 12.5 µM | actives 0.15% (n = 160,000);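 also: 0% = negative control wells and 100% = reference inhibitor with no enzyme activity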
# NPYLR7 ag – activates Aedes aegypti NPYLR7 receptor | HEK293T NPYLR7/Galpha15, GCaMP6s calcium fluorescence | activation, % at 10 µM | actives 0.15% (n = 270,000) | AID 1259423; in the data active = activation above about 40%;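 also: 0% = vehicle and 100% = reference agonist at the receptor; some compounds past the cut are filed as inactive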
# hcGAS lum – blocks human cGAS activity | Q8N884 | recombinant h-cGAS, ATP depletion, Kinase-Glo luminescence | inhibition, % at 12.5 µM | actives 0.081% (n = 290,000);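 also: 0% = vehicle reaction and 100% = reaction without DNA for no activity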
# Target sequence (Q8N884 whole entry, looked up): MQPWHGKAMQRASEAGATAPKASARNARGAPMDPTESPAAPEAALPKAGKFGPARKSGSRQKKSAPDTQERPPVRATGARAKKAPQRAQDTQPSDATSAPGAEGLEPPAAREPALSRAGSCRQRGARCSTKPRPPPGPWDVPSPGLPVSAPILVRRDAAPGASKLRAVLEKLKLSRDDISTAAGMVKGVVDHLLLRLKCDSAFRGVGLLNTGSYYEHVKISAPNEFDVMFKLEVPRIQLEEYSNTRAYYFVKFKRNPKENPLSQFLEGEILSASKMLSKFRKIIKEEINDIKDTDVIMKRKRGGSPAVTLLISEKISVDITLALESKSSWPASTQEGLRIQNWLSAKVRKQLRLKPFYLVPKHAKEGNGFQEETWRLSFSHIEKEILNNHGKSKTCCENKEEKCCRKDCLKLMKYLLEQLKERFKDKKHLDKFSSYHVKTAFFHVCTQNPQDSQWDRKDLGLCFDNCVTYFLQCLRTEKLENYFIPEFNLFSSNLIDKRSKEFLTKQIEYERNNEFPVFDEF
# * = called active by the depositor; . = no result given; & = joins results of further samples. Rule as the data show it, unless noted: active = inhibition above about 40%; inactive = the rest.
# Sample of the layout:
SMILES,mcGAS lum,NPYLR7 ag,hcGAS lum
CC1CC(=O)Nc2c1c(NC(=O)c1ccco1)nn2C (configuration not stated),-10.6,-17.8,-6.7
CC1CN(C)C(C)c2c1oc1ccc(N)cc21 (configuration not stated),.,-3.7,-5.5

# Main list, from the start:
SMILES,mcGAS lum,NPYLR7 ag,hcGAS lum
CC1CC(=O)Nc2c1c(NC(=O)c1ccco1)nn2C (configuration not stated),-10.6,-17.8,-6.7
CC1CN(C)C(C)c2c1oc1ccc(N)cc21 (configuration not stated),.,-3.7,-5.5
Cc1nnc(SCCCNC(=O)C(=O)c2ccco2)s1,-11.9,.,-10.0
CCCC(CCC)C(=O)Nc1c(C)nc2ccc(Cl)cn2c1=O,.,3.6,-16.8
c1ccc(-c2cc(CSc3nnnn3C3CC3)no2)cc1,.,-5.2,4.1
CC(C)(C)c1ccc(C(=O)N(Cc2ccc(OS(C)(=O)=O)cc2)Cc2ccco2)cc1,-3.2,-0.3,-3.7
CCOC(=O)CCCC(=O)N1CCN(c2cc(S(=O)(=O)N(C)CCc3ccccc3)ccc2OC)CC1,1.2,2.7,2.4
O=c1c(=Cc2ccco2)sc2nc3ccccc3n12,.,8.4,-6.0
CC(C)(C)c1ccc(C(=O)NNC(=O)CC2CC3CCC2C3)cc1 (configuration not stated),.,10.2,-6.8
CCN(CCC1=C(C)CCCC1(C)C)CCN(C)C,-7.5,-10.8,-3.3
Cc1ccc(-c2nc(C=Nc3nccs3)c(O)o2)cc1,.,-2.3,-2.0
COC(=O)C1=C(C)NC(C)=C(C(=O)OC)C1c1ccc(OC)c(Br)c1,-6.9,-13.3,-6.3
CC1CN(C)C(=N)S1 (configuration not stated),.,-8.0,-4.1
COc1c(C)cc(C(=O)N2CCOC(COc3ccc4c(c3)CCCC4)C2)cc1C (configuration not stated),-5.4,9.3,-10.6
Oc1cccc(-c2nccn2C2CCN(Cc3ccccc3)CC2)c1,.,-4.3,-7.0
O=c1cc(CNCCCN2CCOCC2)c2cc3c(cc2o1)CCC3,.,3.7,0.5
O=C(N/N=C1/CCN(CC(F)(F)F)C1)NC1CCCC1,-15.6,3.7,-3.8
CN(C)[C@@H]1C[C@@H](CO)N(C2CCC3(CCNCC3)CC2)C1,0.4,-3.0&1.7,-0.2&-3.6
O=C(c1ccco1)N(Cc1nccn1Cc1c(F)cccc1Cl)C1CC1,-6.5,21.1,-4.6
C=CCNC(=O)C(C#N)=c1sc(=Cc2ccc(C)o2)c(=O)n1CC=C,.,20.7,1.1

# Looked up one by one from the list above, 5 records:
SMILES,mcGAS lum,NPYLR7 ag,hcGAS lum
CC1CN(C)C(=N)S1 (configuration not stated),.,-8.0,-4.1
CC1CC(=O)Nc2c1c(NC(=O)c1ccco1)nn2C (configuration not stated),-10.6,-17.8,-6.7
CCOC(=O)CCCC(=O)N1CCN(c2cc(S(=O)(=O)N(C)CCc3ccccc3)ccc2OC)CC1,1.2,2.7,2.4
CN(C)[C@@H]1C[C@@H](CO)N(C2CCC3(CCNCC3)CC2)C1,0.4,-3.0&1.7,-0.2&-3.6
CCCC(CCC)C(=O)Nc1c(C)nc2ccc(Cl)cn2c1=O,.,3.6,-16.8

# Additional entries follow:
SMILES,mcGAS lum,NPYLR7 ag,hcGAS lum
COc1ccc(CCOC(=O)C2CCCCN2C(=O)C(NC(=O)OCc2ccccc2)SC(C)C)cc1OC (configuration not stated),-4.2,-14.2,-1.5
CC(C)(C)NC(=O)N1CCc2ccc(NC(=O)c3ccccn3)cc2C1,.,-0.3&5.3,-8.1&6.5
CC(=O)Nc1ccc(S(=O)(=O)Oc2ccc(Cl)cc2CN(CC2CCCO2)C(=O)c2cccc(F)c2)cc1 (configuration not stated),-0.7,8.3,-2.5
Cc1ccc(-c2csc(=O)n2Cc2cc(=O)n(C)c(=O)n2C)cc1,.,6.3,-10.9
CCCCC(CC)C(=O)NCC(C)NC(=O)C(CC)CCCC (configuration not stated),.,0.2,0.2
CCC(C)CNC(=O)c1n[nH]c2c1CN(C(=O)c1ccc(CCCl)cc1)CC2 (configuration not stated),-3.1,.,-2.8
COc1ccc(NC(=O)CCC2CCCN(Cc3ccc4c(c3)OCCO4)C2)c(C)c1 (configuration not stated),.,12.2,-11.0
COC[C@H](Cc1ccccc1)NC(=O)c1ccc(N2CCNC(c3ccccc3)C2)nc1 (some centres not stated),.,0.9,1.0
Cc1cccc(Cn2ccnc2CN(CCN2CCOCC2)C(=O)c2ccc(Cl)cc2)c1,-4.6,2.4,-5.2
COc1ccccc1N=c1oc2c(OC)cccc2cc1C(=O)NC(C)=O,1.7,-1.0,6.4
Cc1c(C(=O)NC2CC2)c(C(F)(F)F)nn1C1CCCN(C(C)C)C1 (configuration not stated),.,13.2,-10.0
CN(CC1(C)CCOCC1)S(=O)(=O)C1CC1,-6.1,.,-13.8
CCN(CC)C(=O)Cn1cc(SCC(=O)NC(C)(C)C)c2ccccc21,-6.9,-3.4,-6.5
COc1ccc(C)cc1CN1CCN(C(=O)Nc2cccnc2)CC1,-7.1,-0.3&9.0,-6.2&-8.2
Cc1ccccc1-n1c(C(C)N(C)C(=O)CCl)nc2ccccc2c1=O (configuration not stated),-5.9,-2.6,-10.5
Cc1cccc(-c2nc(-c3ccc(Cl)cc3)no2)c1,.,-2.5,-0.3
NC(=O)C1=CN(C2OC(COP(=O)(O)OP(=O)(O)OC[C@H]3O[C@@H](n4cnc5c(N)ncnc54)C(OP(=O)(O)O)[C@H]3O)C(O)C2O)C=CC1 (some centres not stated),-0.8,1.6,2.6
Cc1ccc2nc(-c3ccc(Cl)cc3)c(NC(C)(C)C)n2c1,-5.6,7.6,-5.1
COc1ccc(OC)c(S(=O)(=O)N2CCN(c3cc(S(=O)(=O)NCC4CCCO4)ccc3OC)CC2)c1 (configuration not stated),-6.8,5.3,-12.0
COc1ccc(C(=O)NC2CCN(c3ccccc3C(=O)N3CCN(c4ccccn4)CC3)CC2)cc1,-5.9,1.0,-8.0
CS/C(=N\N=C/c1cccs1)Sc1cc(Cl)ncn1,-3.6,-5.2,-5.1
COC(=O)C(Cc1ccc(O)cc1)NC(=O)Cc1ccc(C)cc1 (configuration not stated),.,10.1,-1.5
CC(C)C(=O)N(C)Cc1ccc(C(=O)Nc2ccc(C#N)cn2)cc1,.,-3.9,-5.5
Cc1ccsc1CN(Cc1ccccc1)C(=O)CNC1CCCCC1,-6.4,-6.1,-10.0
COc1ccccc1NC(=O)C(=O)NCCC1CCCCN1S(=O)(=O)c1ccc(F)cc1C (configuration not stated),.,12.5,-0.4
COCc1c(C(=O)N(C)c2cccc(C#N)c2)sc2ccccc12,.,0.9,-2.3
CSc1nc(NC(C)C)c2cnn(CCNC(=O)c3ccc4ccccc4c3)c2n1,-5.3,.,-5.4
CCCc1c(C(=O)NCCO)nnn1-c1ccc(Cl)cc1,-8.0,2.7,-11.2
CCN1CCC(CC(=O)N(C)C(C)c2ccon2)CC1 (configuration not stated),-5.8,.,-15.7
CC(C)(C)c1cc2c(=O)[nH]c(C3CC(=O)N(C4CC4)C3)nc2s1 (configuration not stated),-9.8,-4.3,-10.9
O=C(COc1ccc(Cl)cc1)Nc1nnc(SCC(=O)c2cccc(C(F)(F)F)c2)s1,-9.9,1.0,-8.7
CN(C)CCNC(=S)Nc1ccc2c(c1)OCCO2,-3.5,2.8,-1.7
Cc1nonc1CN(C)C(=O)c1cn(CC2CCCO2)nn1 (configuration not stated),-17.1,1.3,-5.5
Cc1cccc(Cn2cccc2CN(C(=O)CN(CC(C)C)S(=O)(=O)c2cccc(C(F)(F)F)c2)C(C)(C)C)c1,-4.6,-11.7,-5.3
CCN(CC)C(=O)Oc1ccc2c(ccn2Cc2cc(C)ccc2C)c1-c1cc(C)cc(C)c1,-7.4,13.1,-2.6
Clc1ccc(CCNc2cc(-c3ccccc3)nc3ncnn23)cc1,0.4,-5.5,-1.9
COc1ccc(C2=NN(C(=O)CN3CCC4(CC3)OCCO4)C(c3ccccc3F)C2)cc1 (configuration not stated),-4.7,-2.8,-3.0
O=C(NC1CCC(n2cnnc2)CC1)c1ccc(-c2ccccc2)[nH]1 (configuration not stated),-20.6,-0.6,-3.9
Cc1c(C)c(C)c(S(=O)(=O)NCC2CN(C)CCO2)c(C)c1C (configuration not stated),.,-6.6,-15.8
Cc1ccc(OCc2ccc(C(=O)NC3=NCCS3)o2)cc1,-7.7,9.7,-9.8

# A different layout for some results above.
CC1CC(=O)Nc2c1c(NC(=O)c1ccco1)nn2C (configuration not stated)
  mcGAS lum: -10.6
  NPYLR7 ag: -17.8
  hcGAS lum: -6.7

Cc1c(C(=O)NC2CC2)c(C(F)(F)F)nn1C1CCCN(C(C)C)C1 (configuration not stated)
  mcGAS lum: .
  NPYLR7 ag: 13.2
  hcGAS lum: -10.0

COC(=O)C(Cc1ccc(O)cc1)NC(=O)Cc1ccc(C)cc1 (configuration not stated)
  mcGAS lum: .
  NPYLR7 ag: 10.1
  hcGAS lum: -1.5

# The listing continues:
SMILES,mcGAS lum,NPYLR7 ag,hcGAS lum
COc1ccc(Cn2c(C3CCCCC3)nc3oc4cc(OC)ccc4c(=O)c3c2=O)cc1,.,5.1,-3.8
COc1ccc(NC(=O)c2ccc(Nc3nc(-c4ccccc4)c4cc(Br)ccc4n3)cc2)cc1,-2.4,3.2,-2.1
C=C(C)C1CC=C(C)CC1 (configuration not stated),.,-0.4,-2.5
c1ccc(-n2c(-c3ccc4c(c3)OCCO4)c[n+]3c2SCCC3)cc1,.,5.2,-8.0
Cc1ccccc1-n1nc2c(c1NC(=O)C13CC4CC(CC(C4)C1)C3)CSC2,.,-0.6,-8.8
CC(C(=O)Nc1ccccc1C#N)N(C)Cc1ccc2ccccc2c1 (configuration not stated),.,3.8,-3.5
COC(=O)CSc1nnc(-c2cc(OC)cc(OC)c2)n1-c1ccc(OC)cc1,-4.0,.,-3.8
CCN1CCC(NC(=O)C2(C)CCCN2C(=O)c2ccccc2)CC1 (configuration not stated),-9.0,7.6,-8.8
O=C(/C=C/c1ccccc1)N1CCC(Cc2ccc(F)cc2)CC1,-7.3,1.5,-7.5
CC(C)CCN1CC(C(=O)N(C)C)C2(CCOCC2)C1 (configuration not stated),-4.0,.,-12.7
CCCCN(Cc1cccn1Cc1ccc(Br)cc1)C(=O)CN(CCCOC)C(=O)c1ccccc1OC,-6.3,.,-10.7
C=C1CC(=O)C2=C(C)C[C@H](OC(=O)OC)C3[C@H](OC(=O)[C@H]3C)C12 (some centres not stated),-2.5,-0.9,-1.7
CNC(=O)Cn1c(CO)cnc1SCc1cccc(C(F)(F)F)c1,-8.2,3.6,-6.0
Cc1nn(-c2ccccc2)c(C)c1S(=O)(=O)N1CC[C@H]2CC[C@@H](C1)N2,.,16.1,-6.2
Cc1c(-c2nccn2Cc2cccnc2)oc2ccccc12,.,18.1,-6.8
COc1ccccc1N1CCN(c2ccc(NC(=O)c3cc(C(F)(F)F)cc(C(F)(F)F)c3)cc2C(=O)N2CCC(C)CC2)CC1,0.8,-7.1,3.4
Cc1ncoc1C(=O)N1CCC(N2C[C@H](O)C[C@H]2C(=O)NC2CCCCC2)CC1,-6.4,.,-13.5
CCCSc1nc2c(c(=O)[nH]1)C(c1cccs1)C(C(=O)OC(C)C)C(C)=N2 (configuration not stated),.,-0.5,-1.3
Cc1nc2ncnn2c(C)c1CCC(=O)Nc1nc(-c2ccc(Cl)cc2Cl)cs1,-10.3,0.1,-5.8
COCC(=O)N1CCc2[nH]nc(C(=O)N(C)C3CCCCC3)c2C1,-3.6,.,-3.2
C=CCN(C(=O)c1cc(CC(C)C)nn1C)C1CCS(=O)(=O)C1 (configuration not stated),-8.9,4.2&1.2,-6.9&-7.2
Nc1ccc(-n2c(CCCO)nc3ccccc32)cn1,.,0.4,-4.6
COc1cccc(C2C(=C(O)c3ccc(C)cc3)C(=O)C(=O)N2CCCn2ccnc2)c1OC (configuration not stated),-2.1,0.4,-0.6
CC1CCC(C(C)C)C(OC(=O)COC(=O)C2CCN(S(=O)(=O)c3cccs3)CC2)C1 (configuration not stated),.,-4.9,-2.6
O=C(Nc1cccc(OC2CCCC2)c1)C1CC1c1cccnc1 (configuration not stated),.,-3.8,-4.1
CCOC(=O)c1nn(-c2ccc(C)cc2)c(=O)cc1OCC(=O)Nc1ccccc1OCC,.,12.1,-5.6
O=C1CCC(C(=O)N2CCCCO2)CN1CCN1CCOCC1 (configuration not stated),.,1.2,-4.7
CCOC(=O)c1cc(C(C)(C)C)n(C2CCN(S(=O)(=O)c3cccc(C)c3)CC2)n1,-2.8,25.7,-2.4
Cc1occc1CNc1ccc(S(N)(=O)=O)cc1C(F)(F)F,.,2.8,-6.3
C=C(C)CN1CCN(c2cc(C)nc3c(-c4ccccc4)c(C(F)(F)F)nn23)CC1,-7.0,3.7,-4.4
COCCN(CC(=O)Nc1cc(C(C)(C)C)nn1-c1ccc(C)cc1C)C(=O)c1ccc(Br)cc1,-3.9,11.8,-0.8
CCc1nnc(SCc2cc(=O)n3ccccc3n2)c2cc3sccc3n12,.,4.8,3.6
O=C(CN1CCN(S(=O)(=O)c2ccc(Cl)c(Cl)c2)CC1)NC1CCCCCC1,.,-4.1,0.5
Cc1ccccc1C1(O)CCN(C(=O)CC(C)c2ccc(F)cc2)CC1 (configuration not stated),.,4.0,-7.6
CCc1nc2ccc(C(=O)NCc3ccc(OC)cc3)cn2c1N(CC)Cc1ccc(OC)c(OC)c1,-5.0,11.9,-4.2
O=c1oc2ccccc2cc1-c1nnc(Nc2cc(C(F)(F)F)ccc2Cl)s1,-2.4,1.8,-3.1
CN(Cc1cccc(Cl)c1)C(=O)c1ccc2c(c1)S(=O)(=O)N=C1CCCCCN12,.,0.9,-4.5
COc1cc(CNC(=O)Nc2cccc(Cl)c2F)ccn1,.,3.1,-9.8
